Screening results: PubChem BioAssay, National Center for Advancing Translational Sciences (NCATS)
GLA spleen mod = inhibitors or activators of human alpha-galactosidase in spleen homogenate. P06280. human spleen homogenate, 4MU-alpha-Gal fluorescence, 40 min. hit rate 0.008% among 240,000. Potency, µM (highest dose often 80 µM), for the others: at the highest dose activity change, negative = inhibition, hits mostly inhibitors. AID 2107;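 also: potency is read from the fitted curve at half-maximal effect; 0% = enzyme with vehicle and -100% = no enzyme basal signal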
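Inhibition or activation of alpha-galactosidase in human spleen homogenate is scored by 4-MU fluorescence after 40 min at 37C, pH 5.0, with 1 mM substrate. AC50s come from concentration-response fitted to the Hill equation.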
Luc counter = counter-screen: inhibitors of Kinase-Glo firefly luciferase | Q27757 | Kinase-Glo luciferase, ATP luminescence, 8 min | hit rate 0.28% among 200,000 | Potency, µM (titrated, usually from 38.3 µM), inactives show at the highest dose activity change, negative = inhibition, hits mostly inhibitors; also: potency is read from the fitted curve at half-maximal effect; % is scaled to controls: 0 for no effect and ±100 for the full control effect; nearly all actives have a fitted effect of over 60% in size
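Substrate mix (final 50 mM imidazole pH 7.2, 50 mM KCl, 7 mM MgCl2, 10 uM ATP, 0.01% Tween 20, 0.05% BSA) plus pin-tool compound, then Kinase-Glo detection mix; 8 min ambient, luminescence read.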
CBFb RUNX1 block = CBF-beta/RUNX1 interaction disruption; AlphaScreen CBFb-His/RUNX1-biotin binding, biochemical; Q01196+Q13951; Potency, µM (top dose mostly 59.8 µM), for the others: top-dose activity, negative = inhibition, usual class: inhibitors; 230,000 tested, under 10 active; also: % of control where 0% means no effect
Target sequence (Q01196 whole entry, looked up): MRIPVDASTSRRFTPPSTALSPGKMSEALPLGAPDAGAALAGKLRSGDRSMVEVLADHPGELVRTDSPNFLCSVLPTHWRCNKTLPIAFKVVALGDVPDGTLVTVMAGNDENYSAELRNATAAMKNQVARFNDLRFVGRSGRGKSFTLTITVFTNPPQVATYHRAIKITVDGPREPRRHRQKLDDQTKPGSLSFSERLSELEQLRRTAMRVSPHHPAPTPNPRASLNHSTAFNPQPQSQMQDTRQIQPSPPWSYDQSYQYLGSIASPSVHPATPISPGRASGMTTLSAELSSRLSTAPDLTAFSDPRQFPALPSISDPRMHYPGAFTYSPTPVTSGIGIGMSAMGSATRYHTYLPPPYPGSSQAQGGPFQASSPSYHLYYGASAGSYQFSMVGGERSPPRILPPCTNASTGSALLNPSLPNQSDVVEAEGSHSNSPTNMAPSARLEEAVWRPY
Target sequence (Q13951 whole entry, looked up): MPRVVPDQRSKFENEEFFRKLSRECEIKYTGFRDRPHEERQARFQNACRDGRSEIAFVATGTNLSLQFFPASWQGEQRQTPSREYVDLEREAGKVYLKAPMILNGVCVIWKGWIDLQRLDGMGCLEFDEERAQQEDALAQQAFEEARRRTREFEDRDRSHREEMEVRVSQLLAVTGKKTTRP
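Read-out: AlphaScreen. Format: His-CBF-beta with biotinylated RUNX1 (30 nM each) preincubated 20 min, compound 15 min, Ni-chelate plus streptavidin beads 90 min; room temperature throughout.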
NPSR antagonist = blocks cAMP signaling of the human neuropeptide S receptor; hit rate 1% among 220,000; AID 1461; CHO-NPSR cells, cAMP TR-FRET, antagonist mode; Potency, µM (doses to about 38.3 µM), without a hit: at the top dose activity change, negative = inhibition, most hits filed as inhibitors; also: potency is read from the fitted curve at half-maximal effect; % is scaled to controls: 0 for no effect and ±100 for the full control effect; nearly all actives have a fitted effect of over 50% in size; many of its hits are not listed in these tables
Target sequence (Q6W5P4 whole entry, looked up): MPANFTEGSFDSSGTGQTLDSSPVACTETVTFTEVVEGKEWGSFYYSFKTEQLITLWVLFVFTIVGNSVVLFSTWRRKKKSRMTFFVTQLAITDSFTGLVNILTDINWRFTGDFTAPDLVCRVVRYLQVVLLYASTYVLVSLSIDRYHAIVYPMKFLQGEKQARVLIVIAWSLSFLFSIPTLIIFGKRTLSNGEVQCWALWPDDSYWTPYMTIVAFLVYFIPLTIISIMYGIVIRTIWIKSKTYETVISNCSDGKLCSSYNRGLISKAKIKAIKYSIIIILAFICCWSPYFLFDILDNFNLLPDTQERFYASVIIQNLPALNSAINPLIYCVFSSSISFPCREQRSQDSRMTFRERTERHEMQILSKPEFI
Lamin A splicing = LMNA splicing modulation; HeLa LMNA splicing GFP/RFP minigene ratio, 48 h; Potency, µM (top dose mostly 46.1 µM), inactives show at the top dose ratio change, negative = inhibition, usual class: inhibitors; hit rate 0.01% among 200,000; active = well fitted inhibition curve with a large enough effect in the signal ratio, with a control signal flat, not every such curve was filed as active; inconclusive = small, poorly fitted or top-dose-only effect, or effect the other way, or a change in a side signal; the % refers to the signal ratio; also: potency is read from the fitted curve at half-maximal effect; % is scaled to controls: 0 for no effect and ±100 for the full control effect
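S3 HeLa cells stably expressing lamin A-EGFP splicing minigene plus DsRed2, 600 cells/well, 48 h compound exposure at 37C. Laser-scanning cytometry; analysed as GFP (500-530 nm)/RFP (575-640 nm) total intensity ratio; 0.5% DMSO vehicle.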
IMPase Li inh = membrane-permeable IMPase blocker, potentiated with lithium | AID 1457 | CHO-M1 cells, IP1 TR-FRET (IP-One), carbachol + lithium | Potency, µM (titrated, usually from 59.4 µM), without a hit: at the top dose activity, negative = IMPase inhibition, actives largely listed as inhibitors | hit rate 0.35% among 210,000;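 also: IP1 builds up when IMPase is blocked and the TR-FRET signal falls; potency is read from the fitted curve at half-maximal effect; plate controls were basal vehicle for no effect and high inhibitor control for full effect; nearly all actives have a fitted effect of over 50% in size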
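CHO cells stably expressing M1 receptor (2000/well) were cultured 16–30 h, then exposed to compounds with a small lithium addition for 30 min at 37C. IP1 was measured by TR-FRET competition; AC50 from Hill fits.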
Epigenetic reg = regulators of epigenetic silencing causing reporter derepression in mouse cells; murine LDR cells, GFP reporter derepression, 30 h; Potency, µM (top dose mostly 53.9 µM), for inactives: at the top dose GFP activation, hits mostly activators; hit rate 0.2% among 280,000; AID 1865; also: potency is read from the fitted curve at half-maximal effect; % of control where 0% means no effect; nearly all actives have a fitted effect of over 60% in size
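Murine LDR cells bearing a silenced CMV-driven GFP reporter were exposed to compound for 30 h at 37 C. After PBS washes, GFP-positive cells (20-120 um objects) counted by laser-scanning microplate cytometry.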
The depositor's hits bear a star; u = inconclusive; x = not tested or not shown; [ ] = remark or other dose. Unless noted, calls follow the shape of the dose curve; as a rule, active = well fitted curve in the direction sought with a large enough effect; inconclusive = small, poorly fitted or top-dose-only effect, or another doubt; inactive = no such curve, though single readings can be large; an effect the other way counts as inactive or inconclusive. These rows are one share of the data; the hit share may differ from the screen's.

Preview (4 entries):
SMILES | GLA spleen mod | Luc counter | CBFb RUNX1 block | NPSR antagonist | Lamin A splicing | IMPase Li inh | Epigenetic reg
CCOC(=O)/C(C#N)=C/c1ccc(N2CCCCC2)cc1 | -14% | -4% | u | -26% | -1%[46 µM] | 15% | 3.2%
CCOc1ccc(OCC)c(NC(=O)CCn2c(=O)oc3ccccc32)c1 | 8% | -5% | -6% | -6%[46.1 µM] | -3% | -2%[38.3 µM] | -1.1%
O=C(/C=C\Nc1ccc2c(c1)OCO2)c1ccc2c(c1)OCO2 | 3% | u | -3% | 3% | 2%[46 µM] | 0% | u
CCn1c(SCC(=O)Nc2ccc3c(c2)OCO3)nnc1-c1ccccc1O | 3% | 0% | 0% | -6%[46.1 µM] | -3% | 4%[38.3 µM] | 0.2%

Results, from the first entry:
SMILES | GLA spleen mod | Luc counter | CBFb RUNX1 block | NPSR antagonist | Lamin A splicing | IMPase Li inh | Epigenetic reg
CCOC(=O)/C(C#N)=C/c1ccc(N2CCCCC2)cc1 | -14% | -4% | u | -26% | -1%[46 µM] | 15% | 3.2%
CCOc1ccc(OCC)c(NC(=O)CCn2c(=O)oc3ccccc32)c1 | 8% | -5% | -6% | -6%[46.1 µM] | -3% | -2%[38.3 µM] | -1.1%
O=C(/C=C\Nc1ccc2c(c1)OCO2)c1ccc2c(c1)OCO2 | 3% | u | -3% | 3% | 2%[46 µM] | 0% | u
CCn1c(SCC(=O)Nc2ccc3c(c2)OCO3)nnc1-c1ccccc1O | 3% | 0% | 0% | -6%[46.1 µM] | -3% | 4%[38.3 µM] | 0.2%
CCOC(=O)N1CCN(C(=S)NC(=O)c2ccc(F)c(F)c2)CC1 | 7% | -1% | -3% | 41% | 16%[46 µM] | 6% | 0.0%
FC(F)(F)c1cccc(N2CCN(C(=S)NC3CCCC3)CC2)c1 | -3% | 3% | 15% | -4%[46.1 µM] | u | 18%[38.3 µM] | -2.3%
CCOc1ccc(N2C(=O)CC(Sc3nnnn3-c3ccccc3)C2=O)cc1 (stereo not given) | 3% | 2% | 16% | u | u | -2% | u
Cc1cccn2c(=O)c3cc(C(=O)NC4CCCC4)c(=N)n(C4CCCC4)c3nc12 | 13% | 2% | 6% | -4%[46.1 µM] | 4% | 31%[activator][38.3 µM] | -0.8%
O=C(NC1CCCc2ccccc21)C1CCN(c2nnc(-n3cccc3)s2)CC1 (stereo not given) | -7% | 3% | -11% | -20%[46.1 µM] | -18% | 10%[38.3 µM] | 0.0%
Cc1cnc(C(=O)NCC(c2ccccc2)c2ccccc2)cn1 | 5% | 6% | 3% | -19% | 7%[9.22 µM] | -2% | -2.1%
Cn1sc(NC(=O)c2ccccc2)nc1=O | 5% | -9% | 4% | -12%[46.1 µM] | 11% | u | -1.2%
O=c1c(Cc2ccccc2)c(O)ccn1Cc1ccc2c(c1)OCO2 | 4% | 1% | 22% | -9% | -5%[46 µM] | 3% | -0.1%
CN(C)c1ccnc(C(=O)O)c1 | 9% | 5% | -19% | 28% | x | 3% | 2.3%
CCCOc1ccc(/C=N/NC(=O)CSc2ccccn2)cc1OC | -13% | x | 2% | 18% | x | x | -0.4%
Cc1ccc(-c2cc(C(F)F)nc(N3CCC(C)CC3)n2)cc1 | 3% | 10% | 12% | -18%[46.1 µM] | 1% | 0% | 0.0%
CCCC(=O)NC(c1ccco1)c1cc(Cl)c2cccnc2c1O (stereo not given) | 0% | 1% | -19% | -27%[46.1 µM] | u | 21%[38.3 µM] | u
COC(=O)c1sccc1NC(=O)c1ccco1 | 5% | 2% | 13% | -7%[46.1 µM] | -11% | 15%[38.3 µM] | 1.6%
Cc1ccnc(NS(=O)(=O)c2ccc(NC(=O)C(C)(C)C)cc2)n1 | 1% | x | 6% | 9% | x | x | -0.9%
O=C(O)c1cc(Cl)cc(Cl)c1 | 2% | x | 3%[21.7 µM] | x | x | 11% | x
Cn1c(SCc2ccc(Br)cc2)nc2c(c1=O)SCC2 | 1% | 2% | -12% | -34% | 16%[46 µM] | 11% | -3.0%
Cc1ccccc1NC(=O)c1sc2nc3c(c(-c4ccco4)c2c1N)CCC3 | -9% | 3% | u | -24%[46.1 µM] | 7% | 7%[38.3 µM] | 2.7%
CCOc1ccc(S(=O)(=O)N(CC(=O)NC2CCCCC2C)Cc2ccco2)cc1 (stereo not given) | -6% | -2% | 3% | 1% | u | 2% | 2.8%
COc1ccc(-c2c(C(F)(F)F)nn(C)c2NC(C)=O)cc1 | 15% | x | -2% | 6% | x | x | 0.1%
COc1ccc(-n2c(=O)c3ccccc3c3ccccc3c2=O)cc1 | -3% | 4% | 0% | -36% | u | 16% | 3.1%
O=c1[nH]c(-c2ccccc2Cl)nc2c1sc(=S)n2-c1ccccc1 | 8% | 0% | -10% | -51% | 1%[46 µM] | 1% | 0.0%
Next results
SMILES | GLA spleen mod | Luc counter | CBFb RUNX1 block | NPSR antagonist | Lamin A splicing | IMPase Li inh | Epigenetic reg
O=C(O)c1n[nH]nc1-c1ccccc1 | -1% | 2% | 0% | -13% | u | 6% | 1.1%
C=CCn1cc(C(=O)NCCCOCC)c(=O)c2cc(S(=O)(=O)N(CC)CC)ccc21 | 6% | -5% | 9% | -20%[46.1 µM] | 0% | 9%[38.3 µM] | 4.3%
Cc1ccc(S(=O)(=O)NCC2NCCc3ccccc32)cc1 (stereo not given) | -5% | 0% | 0% | -15% | 6%[9.22 µM] | -8% | -9.1%
COc1ccc(C(O)c2coc3ccc(O)c(CN(C)C)c23)cc1 (stereo not given) | 7% | 3% | -4% | -4%[46.1 µM] | -10% | 18%[38.3 µM] | -1.0%
NC(=O)CCCSc1nc2ccccc2[nH]1 | 7% | 1% | 6% | 13% | u | 3% | 0.9%
COc1cc(OC)cc(C(=O)NCC(=O)OCC(=O)Nc2ccc3c(c2)OCO3)c1 | -3% | 4% | -11% | 4% | u | -1% | 1.4%
S=C(NCC1CCCO1)N1CCN(Cc2ccccc2)CC1 (stereo not given) | 4% | 2% | 5% | -12% | x | -4% | -5.8%
O=C(N/N=C/C=C/c1ccc2c(c1)OCO2)c1ccc([N+](=O)[O-])cc1 | -3% | 9% | -5% | -3%[46.1 µM] | 22% | 23%[38.3 µM] | 0.8%
CCN1c2ccccc2-c2nc3ccccc3n2C1c1ccccn1 (stereo not given) | u | -1% | 28% | u | -7% | -11%[38.3 µM] | -1.0%
CCOC(=O)N1CCN(C(=O)/C(=C\c2ccc(SC)cc2)NC(=O)c2ccccc2)CC1 | 3% | x | 5% | -7% | x | x | 1.0%
O=C(COc1ccccc1)N1CCN(C(=O)c2ccc([N+](=O)[O-])cc2)CC1 | 2% | u | 1% | 3% | x | -3% | -0.1%
CCN(CC)C(=O)CCc1nc2sc3c(c2c(=O)[nH]1)CCCC3 | 0% | -3% | -1% | -13%[46.1 µM] | -3% | -7%[38.3 µM] | -3.8%
C=CCOc1ccc(/C(O)=C2\C(=O)C(=O)N(CCN(C)C)C2c2cccs2)cc1 (stereo not given) | -8% | 0% | 4% | 7%[46.1 µM] | 4% | -14%[38.3 µM] | -1.1%
COC(=O)c1sccc1-c1ccc(/C=N/OCc2c(Cl)cccc2Cl)o1 | -6% | -1% | 1% | -5%[46.1 µM] | 4% | -4%[38.3 µM] | 0.0%
Clc1ccc(-c2nnc3sc(Cc4cccs4)nn23)cc1 | 12% | -5% | -9% | -11%[46.1 µM] | u | 10%[38.3 µM] | -0.9%
Clc1ccc(CCNc2nc3ccccc3s2)cc1 | -11% | -2% | 12% | -23%[46.1 µM] | u | 12%[38.3 µM] | -1.1%
O=C(NC1CCCCC1)c1ccccc1NC(=O)C1CC1 | 9% | 12% | 3% | -10%[46.1 µM] | -9% | 4% | -2.2%
CCc1nnc(NS(=O)(=O)c2ccc(NC(=O)c3ccccc3C)cc2)s1 | 4% | 2% | -7% | 3% | 25%[9.22 µM] | -1% | -1.5%
O=C(N/N=C/C=C/c1ccccc1[N+](=O)[O-])c1cccnc1 | 7% | -2% | 6% | -9% | 22%[46 µM] | 0% | 0.0%
Cc1cccc(OCC(=O)N/N=C/C=C/c2ccco2)c1 | 2% | -1% | -18% | -30% | -7% | 13% | u
CCN(CC)c1ccc(/C=N/N2C(=O)c3ccccc3C2=O)c(O)c1 | 4% | -6% | u | 17% | -7% | -6% | -2.2%
CC1=N/C(=C\c2ccc(OC(C)C)cc2)C(=O)N1c1ccc(C(=O)O)cc1 | 4% | 0% | 7% | -5% | 3% | -2% | -1.9%
CN(Cc1nc(Cc2cccc(F)c2)no1)CC1COCCO1 (stereo not given) | 8% | 0% | 7% | 7% | x | 5% | -1.1%
CCOC(=O)Cn1c(=O)oc2cc(S(=O)(=O)Nc3ccc(F)cc3)ccc21 | -4% | 4% | -1% | -17%[46.1 µM] | 6% | -3%[38.3 µM] | -0.2%
O=C(c1cc(C(F)(F)F)cc(C(F)(F)F)c1)N1CCC[C@@]2(CCN(c3ncccn3)C2)C1 | 1% | -3% | x | x | x | 5% | x
Other structures
SMILES | GLA spleen mod | Luc counter | CBFb RUNX1 block | NPSR antagonist | Lamin A splicing | IMPase Li inh | Epigenetic reg
CCN(Cc1ccccc1)C(=O)C1CCN(Cc2sccc2C)CC1 | -7% | 0% | 7% | 5% | -2% | 4% | -6.9%
Cc1ccc(-c2nc(NC(=O)CSc3nnc4scc(-c5ccccc5)n34)ns2)cc1 | -1% | x | 10% | -35% | x | x | 2.3%
Cc1ccc(NCCC(=O)c2ccc(Cl)cc2)cc1 | 3% | -5% | 4% | -2%[46.1 µM] | u | -10%[38.3 µM] | -1.9%
CCOc1ccc(CCNC(=O)Cn2cccc2C(=O)c2ccccc2)cc1OCC | 6% | 2% | -10% | 6% | 5% | -9% | -1.1%
O=C1[C@@H]2[C@@H]3C[C@@H]([C@H]4ON=C(c5ccc(Cl)cc5)[C@@H]34)[C@@H]2C(=O)N1c1ccc2c(c1)OCO2 | -10% | 3% | 1% | -14%[46.1 µM] | u | 2% | 0.0%
Cc1cc(C(=O)CCl)c(C)n1CCc1ccc(F)cc1 | -3% | -3% | -6% | -44% | x | 12% | 1.1%
COc1ccccc1-n1cnnc1SCC(=O)N1CC(=O)Nc2ccccc21 | 1% | 18% | -7% | -25%[46.1 µM] | -6% | 30%[38.3 µM] | -3.6%
O=C1CSC(c2ccccc2[N+](=O)[O-])N1CCc1ccccc1 (stereo not given) | 3% | 2% | -3% | -13% | x | 10% | 2.5%
CCSc1nnc(NC(=O)CCCOc2ccc(C)cc2)s1 | 9% | 1% | 2% | -3% | x | -17% | -0.2%
CCOC(=O)c1cnc2c(OC)cccc2c1N1CCN(c2ccc(OC)cc2)CC1 | -2% | -1% | -3% | u | u | 40%[activator][38.3 µM] | 0.0%
